CYP2C9 inhib – inhibitors of human CYP2C9. P11712. CYP2C9 Supersomes, luciferin-H conversion, luminescence. inhibition, % at 5 µM. 96,000 compounds, 20% hits;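 active = blocking of liver enzyme CYP2C9 beyond about 50% at 5 µM, limit read from the data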; note: values of inactives mirror those of a sister screen read the other way
Mac1 fbg inh – inhibitors of human CD11b/CD18 binding to fibrinogen | inhibition, % at 10 µM | K562 CD11b/CD18 adhesion to fibrinogen, ATPlite luminescence; Mn2+ added to activate the integrin | AID 1497 | 93,000 compounds, 0.54% hits;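 active = primary inhibition of 50% or more at 10 µM, then 40% or more on retest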; note: some results filed as inactive read as strong as hits
CYP2C19 act – increases human CYP2C19 enzyme activity; P33261; recombinant CYP2C19, luciferin-H EGE luminescence; hits give high values; 0 = fully inhibited enzyme, 1 = untreated enzyme; activation factor at 5 µM; 96,000 tested, under 10 active;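 active = activation factor of at least 2 at 5 µM in the primary screen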;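 note: 0 = wells with 2.5 mM tranylcypromine and 1 = vehicle-only wells; values of inactives mirror those of a sister screen read the other way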
Target sequence (P33261 whole entry, looked up): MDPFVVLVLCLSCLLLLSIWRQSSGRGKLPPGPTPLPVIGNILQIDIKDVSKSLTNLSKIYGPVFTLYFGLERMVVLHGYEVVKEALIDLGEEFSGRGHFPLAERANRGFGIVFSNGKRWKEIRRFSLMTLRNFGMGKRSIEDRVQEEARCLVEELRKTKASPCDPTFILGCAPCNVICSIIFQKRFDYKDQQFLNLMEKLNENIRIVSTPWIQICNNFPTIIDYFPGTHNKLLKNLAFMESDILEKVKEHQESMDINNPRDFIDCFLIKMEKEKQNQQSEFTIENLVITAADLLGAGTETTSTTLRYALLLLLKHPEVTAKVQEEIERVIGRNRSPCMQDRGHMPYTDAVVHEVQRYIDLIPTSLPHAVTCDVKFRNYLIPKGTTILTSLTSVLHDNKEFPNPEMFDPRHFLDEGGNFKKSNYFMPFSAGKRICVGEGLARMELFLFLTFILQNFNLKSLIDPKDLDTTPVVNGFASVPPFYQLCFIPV
Mac1 fbg enh – CD11b/CD18-fibrinogen binding enhancement | P05107+P11215 | K562 CD11b/CD18 adhesion to fibrinogen, ATPlite luminescence | activation, % at 10 µM | 93,000 compounds, 0.07% hits | AID 1499;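 active = 10 µM primary screen giving 50% or more activity, confirmed by 40% or more on retest at that dose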; note: strong numbers were not always called active; reference of the scale not given here
MT1-MMP txn act – activates MT1-MMP transcription; HT1080 MT1-MMP promoter luciferase reporter, luminescence, overnight; hits give high values; activation factor at 10 µM; 86,000 compounds, 0.16% hits;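 active = activation factor of at least 2 for MT1-MMP transcription at 10 µM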
CYP2C19 inh – inhibitors of human CYP2C19. CYP2C19 Supersomes, luciferin-H EGE luminescence, 30 min. inhibition, % at 5 µM. 96,000 compounds, 21% hits;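 active = CYP2C19 inhibition above a set limit at 5 µM in the primary screen, cut at about 50% in these data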;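 note: plate controls were negative control wells for no effect and 2.5 mM tranylcypromine positive control for full effect; values of inactives mirror those of a sister screen read the other way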
CYP2C9 activ – activators of human CYP2C9. P11712. recombinant CYP2C9, luciferin-H conversion, luminescence; hits give high values; factor 1 = untreated enzyme, 0 = blocked. activation factor at 5 µM. 96,000 compounds, 1.4% hits. AID 1024;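 active = activation factor of 2 or more for CYP2C9 at a 5 µM dose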;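 note: 0 = sulfaphenazole-blocked wells and 1 = vehicle-only wells; values of inactives mirror those of a sister screen read the other way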
PLAP act – human PLAP activation | P05187 | activation fold at 20 µM | 96,000 compounds, 1.2% hits | purified PLAP enzyme, luminescent substrate read-out; hits give high values; in the data active = activation fold above about 2
Target sequence (P05187 whole entry, looked up): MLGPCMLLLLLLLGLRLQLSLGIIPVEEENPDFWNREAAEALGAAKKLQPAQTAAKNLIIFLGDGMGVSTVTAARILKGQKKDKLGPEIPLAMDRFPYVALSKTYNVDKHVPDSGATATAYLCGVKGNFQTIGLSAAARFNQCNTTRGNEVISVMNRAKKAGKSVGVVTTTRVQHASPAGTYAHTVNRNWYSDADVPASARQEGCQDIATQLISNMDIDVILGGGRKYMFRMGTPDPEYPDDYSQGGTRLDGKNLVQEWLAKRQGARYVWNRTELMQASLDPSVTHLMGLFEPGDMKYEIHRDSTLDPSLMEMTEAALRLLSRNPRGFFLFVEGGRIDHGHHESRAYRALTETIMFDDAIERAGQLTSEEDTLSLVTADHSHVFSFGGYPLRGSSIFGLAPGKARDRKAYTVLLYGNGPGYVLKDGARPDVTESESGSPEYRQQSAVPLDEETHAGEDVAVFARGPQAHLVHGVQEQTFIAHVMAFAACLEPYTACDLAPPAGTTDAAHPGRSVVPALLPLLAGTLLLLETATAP
Pyk2 oligo antag – antagonists of human Pyk2 oligomerization; AID 1347419; Q14289; 99,000 compounds, 0.83% hits; Q293 cells, Pyk2 FERM NanoBiT luminescence; hits give low values; z-score (the deposit names both 25 µM and 10 µM);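 active = Z-score of -3 or lower, scaled per plate to the spread of control and sample wells; inactive = z-score above -3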;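 note: negative z-score means lost luminescence so less FERM oligomerization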
An asterisk follows results filed as active; nt = no result given.

Start of the listing, in advance:
no.	CYP2C9 inhib	Mac1 fbg inh	CYP2C19 act	Mac1 fbg enh	MT1-MMP txn act	CYP2C19 inh	CYP2C9 activ	PLAP act	Pyk2 oligo antag	smiles
1	89*	-2	0.4	-3	0.9	55*	0.1	1.7	-3.8*	Brc1ccc(C2C3=C(Nc4ncnn42)c2ccccc2OC3c2ccncc2)cc1 (centres undefined)
2	20	nt	0.6	nt	nt	43	0.8	0.8	-0.22	O=c1c2ccccc2c(-c2ccccc2)nn1-c1ccc(Cl)c(Cl)c1
3	59*	nt	0.4	nt	1	58*	0.4	1.3	-1.3	CCOC(=O)CSC1=C(C#N)C(c2ccccc2)C(C(C)=O)=C(C)N1 (centres undefined)
4	-35	0	1.1	-6	nt	-11	1.3	1.9	-0.17	CCn1c(CSc2nc3ccccc3[nH]2)nc2cc(C(=O)O)ccc21
5	-11	3	1.1	-4	1.2	-11	1.1	0.9	-0.22	O=c1[nH]c2ccccc2cc1-c1noc(-c2cccnc2)n1
6	-4	-3	1.1	0	1.2	-14	1	1.7	-0.19	COc1ccc(C2C(C(=O)NCC3CCCO3)CCC(=O)N2c2ccc3c(c2)OCO3)cc1 (centres undefined)

The listing (from the top)
no.	CYP2C9 inhib	Mac1 fbg inh	CYP2C19 act	Mac1 fbg enh	MT1-MMP txn act	CYP2C19 inh	CYP2C9 activ	PLAP act	Pyk2 oligo antag	smiles
1	89*	-2	0.4	-3	0.9	55*	0.1	1.7	-3.8*	Brc1ccc(C2C3=C(Nc4ncnn42)c2ccccc2OC3c2ccncc2)cc1 (centres undefined)
2	20	nt	0.6	nt	nt	43	0.8	0.8	-0.22	O=c1c2ccccc2c(-c2ccccc2)nn1-c1ccc(Cl)c(Cl)c1
3	59*	nt	0.4	nt	1	58*	0.4	1.3	-1.3	CCOC(=O)CSC1=C(C#N)C(c2ccccc2)C(C(C)=O)=C(C)N1 (centres undefined)
4	-35	0	1.1	-6	nt	-11	1.3	1.9	-0.17	CCn1c(CSc2nc3ccccc3[nH]2)nc2cc(C(=O)O)ccc21
5	-11	3	1.1	-4	1.2	-11	1.1	0.9	-0.22	O=c1[nH]c2ccccc2cc1-c1noc(-c2cccnc2)n1
6	-4	-3	1.1	0	1.2	-14	1	1.7	-0.19	COc1ccc(C2C(C(=O)NCC3CCCO3)CCC(=O)N2c2ccc3c(c2)OCO3)cc1 (centres undefined)
7	30	-8	1	11	nt	5	0.7	0.9	-0.72	COc1ccc(/C=N/NC(=O)c2nn(-c3ccccc3)c(=O)c3c(N)scc23)cc1
8	60*	nt	0.4	nt	0.3	59*	0.4	1.1	-1.8	COc1cccc(N2CCN(c3ncnc4c3[nH]c3ccc(F)cc34)CC2C)c1 (centres undefined)
9	32	0	0.9	-4	1.1	6	0.7	0.9	-0.19	O=S1(=O)CC(O)C(NCc2cccnc2)C1 (centres undefined)
10	-26	-11	1.1	-2	1.1	-14	1.3	1.6	-1	Cc1[nH]n(CCC#N)c(=O)c1CC(=O)N1CCN(c2ccccc2)CC1
11	6	11	0.4	-5	1.1	65*	0.9	1	1.9	Nc1nncn1C(=O)CCCOc1ccc(Cl)cc1Cl
12	44	1	0.5	6	nt	53*	0.6	1	2.4	CCCCNC(=O)CSc1nnc(-c2c[nH]c3ccccc23)n1CC1CCCO1 (centres undefined)
13	44	4	0.2	5	nt	80*	0.6	0.9	0.25	O=C(CCNS(=O)(=O)c1cccc2nsnc12)N1CCc2ccccc21
14	36	-4	0.6	3	nt	36	0.6	2.5*	0.11	O=C(CSc1nnc(Cc2ccccc2)n1-c1ccccc1)NNC(=O)Cc1ccccc1
15	16	-14	1	20	1.1	0	0.8	1	-1.3	N#Cc1cc2c(nc1SCC(=O)Nc1sc3c(c1C#N)CCC3)CCCCC2
16	57*	0	0	10	1.3	97*	0.4	1.5	0.8	O=S(=O)(c1ccc(F)cc1)N(CCO)CC(O)Cn1c2ccccc2c2ccccc21 (centres undefined)
17	9	-1	0.8	0	1.2	16	0.9	1.5	-0.27	CCOC(=O)Cc1cc(=O)[nH]c(/N=C(\N)Nc2ccc(C)cc2C)n1
18	16	7	0.9	-2	1	14	0.8	1.6	nt	COc1ccc(N2CCN(Cc3nc4c(c(=O)n(C)c(=O)n4C)n3Cc3cccc(C)c3)CC2)cc1
19	-12	-4	1.1	-1	1.1	-12	1.1	0.9	-1.3	COc1cccc(Nc2ncnc3c2cnn3-c2cccc(C)c2)c1
20	-2	0	1	6	nt	4	1	1	-1.1	CSc1ccccc1-c1nnc(-c2ccc(Cl)c(Cl)c2)o1
21	61*	2	0.3	1	nt	68*	0.4	1.2	-2	CCc1nc2ccccc2c(C(=O)OCc2nnc(-c3ccccc3)o2)c1C
22	78*	nt	0.3	nt	nt	69*	0.2	1	0.64	CSc1nc2sc(-c3ccccc3)cc2c(=O)n1N
23	-13	-8	1.1	-4	1.2	-9	1.1	1.1	-0.21	CCn1c(=O)c(C(=O)Nc2ccccc2S(N)(=O)=O)c(O)c2ccccc21
24	-20	12	1.2	-1	1.2	-16	1.2	1.2	0.26	COC(=O)CN1C2(C#N)CCCCC2CC2CCCCC21C#N (centres undefined)

Record cards, from the list above. Screens in order: CYP2C9 inhib, Mac1 fbg inh, CYP2C19 act, Mac1 fbg enh, MT1-MMP txn act, CYP2C19 inh, CYP2C9 activ, PLAP act, Pyk2 oligo antag
Results for O=S(=O)(c1ccc(F)cc1)N(CCO)CC(O)Cn1c2ccccc2c2ccccc21 (centres undefined) = 57*, 0, 0, 10, 1.3, 97*, 0.4, 1.5, 0.8
Results for CCc1nc2ccccc2c(C(=O)OCc2nnc(-c3ccccc3)o2)c1C = 61*, 2, 0.3, 1, nt, 68*, 0.4, 1.2, -2
Results for CSc1ccccc1-c1nnc(-c2ccc(Cl)c(Cl)c2)o1 = -2, 0, 1, 6, nt, 4, 1, 1, -1.1
Results for CSc1nc2sc(-c3ccccc3)cc2c(=O)n1N = 78*, nt, 0.3, nt, nt, 69*, 0.2, 1, 0.64
Results for CCn1c(=O)c(C(=O)Nc2ccccc2S(N)(=O)=O)c(O)c2ccccc21 = -13, -8, 1.1, -4, 1.2, -9, 1.1, 1.1, -0.21

Continuation.
no.	CYP2C9 inhib	Mac1 fbg inh	CYP2C19 act	Mac1 fbg enh	MT1-MMP txn act	CYP2C19 inh	CYP2C9 activ	PLAP act	Pyk2 oligo antag	smiles
25	22	9	0.9	3	1.2	14	0.8	1	1	Cc1ccccc1Cn1cc(NC(=O)c2cc(-c3cccs3)on2)cn1
26	65*	34	0.1	9	1.2	93*	0.4	1.3	-0.86	CCOc1cccc(CN2CCN(c3cccc(C(F)(F)F)c3)CC2)c1O
27	-1	nt	0.8	nt	1.1	16	1	1.2	0.5	CC(Oc1ccccc1)C(=O)NCc1cccnc1 (centres undefined)
28	11	-2	0.7	-3	nt	32	0.9	0.9	-0.45	Cc1ccc(S(=O)(=O)NCCCCCC(N)=O)cc1
29	30	-4	0.8	5	1	16	0.7	1.3	0.08	CCOC(=O)c1c(NC(=O)CSc2nnc(Cc3csc(N)n3)n2C)sc(C)c1C
30	-6	2	1.1	4	1	-7	1.1	1.6	2.3	COc1ccc(F)cc1CN1CCN(C(=O)CCC(=O)Nc2nnc(C(C)C)s2)CC1
31	51*	nt	0.2	nt	1.1	85*	0.5	1.1	-0.42	Cn1ncc(C#N)c1NC(=O)C1CC(c2ccc(Cl)c(Cl)c2)=NO1 (centres undefined)
32	27	nt	0.2	nt	nt	78*	0.7	1.1	-0.21	CCOC(=O)/C(C#N)=C\c1ccc(OCC(=O)Nc2ccc(C)cc2C)c(OC)c1
33	10	-1	1.1	-3	1.2	-14	0.9	1.2	1.8	O=C(O)Cn1cc(C(=S)N2CCOCC2)c2ccccc21
34	7	21	0.6	-2	1.2	42	0.9	1.1	0.47	CC1=C(C(=O)N2CCCCCC2)C2(CCC(C)CC2)OC1=O (centres undefined)
35	21	nt	0.6	nt	nt	35	0.8	1	-0.04	CCc1ccccc1NC(=S)N1CCC(C(=O)c2ccc(F)cc2)CC1
36	-7	-4	1	2	1.1	-2	1.1	0.9	0.82	CCC1(c2ccc(F)cc2)NC(=O)N(CC(=O)N2CCOCC2)C1=O (centres undefined)
37	28	18	0.3	0	1.1	68*	0.7	1.3	-0.66	COc1ccc2nc(NC(=O)C3CCCN3S(=O)(=O)c3ccc(C)cc3)sc2c1 (centres undefined)
38	15	nt	0.8	nt	nt	22	0.8	1	1.1	Cc1ccc(N=Cc2nc(/C=C/c3cccc([N+](=O)[O-])c3)oc2O)cc1
39	4	-8	1.1	0	1.1	-7	1	1	0.43	CC1(C)CC(=O)C=C(NCc2cccnc2)C1
40	44	-5	0.6	6	1.2	38	0.6	1.3	0.71	COc1ccc(CC(=O)NC(C)c2nnc(SCC(=O)Nc3nc(C)cs3)n2C)cc1 (centres undefined)
41	99*	0	0.1	-2	nt	92*	0	1.8	0.51	O=C(Nc1ccn(Cc2c(F)c(F)cc(F)c2F)n1)c1ccc(COc2ccc(Cl)cc2Cl)o1
42	18	3	1	3	nt	3	0.8	1.1	1.6	COc1ccccc1NC(=O)COc1ccc(/C=N/NS(=O)(=O)c2ccc(C)cc2)cc1
43	0	nt	1	nt	nt	-5	1	1.1	-0.82	O=C(NC1CCCC1)C(c1ccc(F)cc1)N(C(=O)Cc1cccs1)c1ccc2c(c1)OCCO2 (centres undefined)
44	1	-26	1	4	1	-3	1	0.9	0.36	CCOc1ccccc1NC(=O)c1cc(Cl)ccc1NC(=O)c1ccco1
45	61*	-11	0.2	0	1.1	84*	0.4	0.8	-0.45	O=S(=O)(c1ccc(Cl)s1)N1CCN(Cc2ccccc2)CC1
46	24	nt	0.9	nt	nt	8	0.8	1	-1.2	COc1cccc2cc3c(=O)oc4ccccc4c3nc12
47	-15	40	1	-1	1.1	-2	1.2	1.5	0.71	CN1CCN(C(=O)c2ccccc2N(Cc2ccccc2)S(C)(=O)=O)CC1
48	-8	8	0.9	0	1	15	1.1	1.1	0.68	O=S(=O)(c1ccc2ccccc2c1)n1cnc2ccccc21
49	-112	-5	1	-3	1.1	2	2.1*	0.9	nt	COc1ccc(Cl)cc1NC(=O)c1cnc2sccn2c1=O
50	11	-24	0.2	4	1.1	81*	0.9	1	0.54	Nn1cnnc1SC1CCCCC1NS(=O)(=O)c1ccccc1 (centres undefined)
51	17	12	1	-1	1	-4	0.8	1.1	0.4	COc1ccccc1Nc1nc(N)nc(CSc2nnc(C)s2)n1
52	36	-3	0.2	-4	1	76*	0.6	0.9	0.35	CN(C)c1nc(N)nc(CSc2nnnn2-c2ccc(F)cc2)n1
53	27	13	0.9	11	1	13	0.7	1.4	-0.54	O=C(CCN1C(=O)C2C3C=CC(C3)C2C1=O)N1CCN(c2cccc(Cl)c2)CC1 (centres undefined)
54	33	18	1	-5	1.2	1	0.7	1.6	-0.27	CCCCc1nc(NCCNC(=O)c2ccccc2)c(C#N)c2c1CSC(C)(C)C2
55	-55	-5	0.8	1	1.4	16	1.6	0.7	1.6	Cc1ccc(-c2nnc(SCC#CCOC(=O)c3cccs3)o2)cc1
56	-2	nt	0.7	nt	nt	32	1	1	nt	Cc1cc(/C=C(/C#N)c2cccc(Cl)c2)c(C)n1C

High-throughput results deposited in PubChem BioAssay by Sanford-Burnham Center for Chemical Genomics.
